# From PubChem
# PKM2 activator = increases activity of human pyruvate kinase M2; P14618; purified PKM2, Kinase-Glo ATP luminescence, activation; response scale: 0% is enzyme alone, no compound; Potency, µM (top dose mostly 57.5 µM), for inactives: at the top dose activation, hits mostly activators; actives 0.34% (n = 260,000); AID 1631; also: potency is read from the fitted curve at half-maximal effect; % is scaled to controls: 0 for no effect and ±100 for the full control effect; nearly all actives have a fitted effect of over 55% in size
# Target sequence (P14618 whole entry, looked up): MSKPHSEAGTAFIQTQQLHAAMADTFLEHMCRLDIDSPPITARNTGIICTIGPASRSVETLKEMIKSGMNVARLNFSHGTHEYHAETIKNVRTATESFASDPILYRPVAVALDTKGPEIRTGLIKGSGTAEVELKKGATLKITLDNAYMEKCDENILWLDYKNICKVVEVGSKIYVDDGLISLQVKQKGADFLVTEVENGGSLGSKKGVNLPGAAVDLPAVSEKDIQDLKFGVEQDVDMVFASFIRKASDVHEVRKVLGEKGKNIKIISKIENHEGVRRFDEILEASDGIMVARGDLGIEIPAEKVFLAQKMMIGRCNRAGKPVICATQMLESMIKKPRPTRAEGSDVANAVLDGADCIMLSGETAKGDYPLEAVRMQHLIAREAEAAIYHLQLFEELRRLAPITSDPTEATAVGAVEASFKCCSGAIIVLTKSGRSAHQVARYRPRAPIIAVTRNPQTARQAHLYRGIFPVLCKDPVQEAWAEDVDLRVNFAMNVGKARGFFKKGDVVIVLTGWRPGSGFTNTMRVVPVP
#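 Kinase-Glo luminescence reports ATP generated from ADP (0.1 mM) and PEP (0.5 mM) by purified hPK-M2 after 1 h at room temperature, pH 7.2 imidazole buffer; intermediate enzyme activity allows detecting inhibitors and activators.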
# Giardia kill = Giardia lamblia killing | Giardia lamblia trophozoite viability | actives 0.15% (n = 340,000) | activity change, % at 7.66 µM, hits read low; in the data active = activity change below about -80%; inconclusive = between about -30% and that limit;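 also: parasites exposed to compound for two days anaerobically before the ATP read; % is scaled to controls: 0 for no effect and ±100 for the full control effect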
#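 Media and compound were dispensed first, then trophozoites at 100 cells/well; plates sat 48 hrs at 37 deg C without oxygen before ATP luminescence reagent was added and read after 15-30 min at room temperature.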
# ELG1 genotoxic = inducers of genotoxicity in HEK293T ELG1-luciferase cells; HEK293T ELG1-luciferase reporter, luminescence, 16 h; Potency, µM (titrated, usually from 46 µM), inactives show at the top dose activity change, positive = activation, usual class: activators; actives 1.3% (n = 330,000); AID 504466; also: potency is read from the fitted curve at half-maximal effect; % of control where 0% means no effect; nearly all actives have a fitted effect of over 60% in size
#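 DMSO vehicle served as control against compound-treated ELG1-luciferase HEK293T cells; exposure lasted 16 hr at 37 °C and 5% CO2, followed by ONE-Glo luminescence detection after 30 min.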
# BRCA1 expr up = increases BRCA1 expression; MCF7-BRCA1-FFLuc reporter, luminescence, 48 h; response scale: scaled: vehicle 0%, 10 µM genistein 100%; Potency, µM (series often up to 46.1 µM), for inactives: at the top dose activation, actives largely listed as activators; actives 1.1% (n = 380,000); also: potency is read from the fitted curve at half-maximal effect; nearly all actives have a fitted effect of over 80% in size; some results filed as inactive show a strong effect at the top dose
#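 Quantitative HTS in MCF7 cells stably reporting BRCA1 expression via firefly luciferase. Compound treatment lasts 48 h at 37 °C in phenol-red free MEM. Activation is expressed relative to genistein at 10 microM and DMSO.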
# NPC1 promoter act = activators of NPC1 promoter | actives 2.4% (n = 320,000) | Huh7 NPC1 promoter luciferase reporter, 24 h | Potency, µM (doses to about 9.22 µM), without a hit: top-dose activation, actives largely listed as activators;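 also: potency is read from the fitted curve at half-maximal effect; % of control where 0% means no effect; nearly all actives have a fitted effect of over 60% in size; reporter is driven by a mutant NPC1 promoter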
#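 NPC1 promoter–luciferase Huh7 cells; 24 h compound; luminescence.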
# RORgamma inh = inhibitors of mouse ROR gamma transcriptional activity. Potency, µM (series often up to 53.6 µM), inactives show at the highest dose activity change, negative = inhibition, most hits filed as inhibitors. actives 5.4% (n = 310,000). Drosophila S2 Gal4-RORgamma UAS-luciferase reporter, 20 h. P51450. AID 2551; also: potency is read from the fitted curve at half-maximal effect; % is scaled to controls: 0 for no effect and ±100 for the full control effect; nearly all actives have a fitted effect of over 60% in size
#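 Schneider cells (Drosophila), stable Gal4 DBD–ROR gamma + UAS-luc; 1 hr cmpd preincubation; Cu2+ induction 700 uM final; 20 hr ambient; luminescence.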
# FLuc counter = counter-screen for miR-21 project: firefly luciferase inhibitors or activators. purified FLuc, Km substrates, luminescence inhibition. Potency, µM (highest dose often 57.5 µM), for inactives: at the highest dose activity change, negative = inhibition, actives largely listed as inhibitors. actives 6.9% (n = 360,000). AID 588342;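 also: potency is read from the fitted curve at half-maximal effect; plate controls were vehicle for no effect and reference inhibitor for full effect; nearly all actives have a fitted effect of over 55% in size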
#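 Purified P. pyralis luciferase (10nM final) with 10uM D-luciferin and 10uM ATP (Km levels) in 50mM Tris acetate pH 7.5, 10mM Mg acetate, 0.01% Tween-20, 0.05% BSA; qHTS 6-point titration, ~60 µM downward; luminescence read.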
# Menin MLL FP TR = inhibitors of human menin-MLL interaction, mutant MLL peptide; Menin + Texas Red MLL mutant peptide, fluorescence polarization; actives 0.23% (n = 270,000); Potency, µM (series often up to 61.6 µM), inactives show top-dose FP activity change, negative = inhibition, hits mostly inhibitors; active = well fitted inhibition curve with a large enough effect in the polarisation, with a control signal flat, not every such curve was filed as active; inconclusive = small, poorly fitted or top-dose-only effect, or effect the other way, or a change in a side signal; inactive = no such curve, though single readings can be large or run the other way; the % refers to the polarisation; also: potency is read from the fitted curve at half-maximal effect; % of control where 0% means no effect; many of its hits are not listed in these tables
# Target sequence (O00255 whole entry, looked up): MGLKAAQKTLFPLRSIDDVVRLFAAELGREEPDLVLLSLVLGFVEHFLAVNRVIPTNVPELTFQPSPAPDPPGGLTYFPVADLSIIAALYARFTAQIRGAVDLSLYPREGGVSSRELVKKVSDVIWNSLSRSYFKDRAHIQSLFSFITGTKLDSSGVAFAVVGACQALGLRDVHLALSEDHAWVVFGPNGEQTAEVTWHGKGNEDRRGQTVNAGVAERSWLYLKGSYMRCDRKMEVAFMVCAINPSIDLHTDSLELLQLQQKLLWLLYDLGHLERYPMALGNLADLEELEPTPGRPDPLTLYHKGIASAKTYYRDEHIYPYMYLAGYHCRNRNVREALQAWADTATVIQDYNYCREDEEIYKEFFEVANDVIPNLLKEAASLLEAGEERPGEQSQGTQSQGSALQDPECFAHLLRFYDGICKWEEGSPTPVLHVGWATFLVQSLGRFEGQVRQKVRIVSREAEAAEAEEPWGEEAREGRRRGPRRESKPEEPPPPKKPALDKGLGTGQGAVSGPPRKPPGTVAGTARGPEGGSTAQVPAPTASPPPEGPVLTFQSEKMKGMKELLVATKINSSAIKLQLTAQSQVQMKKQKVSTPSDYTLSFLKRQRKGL
# p53 reactivator = mutant p53 re-activation in reporter cells | H1299 p53-A138V BP100-luciferase reporter, luminescence, 24 h | actives 0.063% (n = 320,000) | Potency, µM (series often up to 92.2 µM), for the others: at the highest dose activity change, positive = activation, actives largely listed as activators; also: potency is read from the fitted curve at half-maximal effect; % of control where 0% means no effect; nearly all actives have a fitted effect of over 45% in size
#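 H1299 (p53-null), stable ts p53-A138V + BP100-Luc; 1000 cells/well, Opti-MEM/10% FBS; cpd 4 pt, 1:5; 24 h, 37 deg C, 5% CO2; detection reagent 10 min RT; luminescence.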
# Rab9 prom act = Rab9 promoter activation; Potency, µM (titrated, usually from 9.22 µM), for inactives: at the highest dose activation, negative = inhibition, usual class: activators; Huh7 Rab9 promoter-luciferase reporter, luminescence, 24 h; actives 2.8% (n = 320,000); AID 485297; also: potency is read from the fitted curve at half-maximal effect; % of control where 0% means no effect; nearly all actives have a fitted effect of over 60% in size
#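 Luminescence read-out: Huh7 cells stably expressing Rab9-luciferase, treated 24 h with compound at 37 °C, then lysed with luciferase reagent for 10 min at ambient before reading.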
# VP16 counter = Gal4-VP16 reporter inhibition counter-screen | actives 3.5% (n = 310,000) | Drosophila S2 Gal4-VP16 UAS-luciferase, luminescence, 20 h | AID 2546 | Potency, µM (doses to about 53.6 µM), for inactives: top-dose activity, negative = inhibition, hits mostly inhibitors;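 also: Gal4-VP16 expression switched on by copper sulfate through the metallothionein promoter; potency is read from the fitted curve at half-maximal effect; % is scaled to controls: 0 for no effect and ±100 for the full control effect; nearly all actives have a fitted effect of over 50% in size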
# * = called active by the depositor; ? = inconclusive; / = not tested or not shown; [ ] = dose if it differs, or a comment. Unless noted, calls follow the shape of the dose curve; as a rule, active = well fitted curve in the direction sought with a large enough effect; inconclusive = small, poorly fitted or top-dose-only effect, or another doubt; inactive = no such curve, though single readings can be large; an effect the other way counts as inactive or inconclusive.
# Values run as follows: Menin MLL FP TR | RORgamma inh | FLuc counter | Rab9 prom act | ELG1 genotoxic | BRCA1 expr up | NPC1 promoter act | VP16 counter | PKM2 activator | p53 reactivator | Giardia kill
O=C(NCCN1CCOCC1)c1cccs1
    11% | 31% | 3% | 8% | 1% | 1% | 12% | -12% | 3% | 4% | 11
COc1cc(S(=O)(=O)NCC2CCCO2)c(OC)cc1Cl (configuration not stated)
    -15% | -2% | -3% | -4% | 3% | 27% | 3% | -1% | -2% | 1% | 0
Cc1ccc(C)c(C(=O)CN2C3=NCCCN3c3ccccc32)c1
    -5% | -13% | 0% | -8% | 1% | -63% | -3% | -7% | -5% | -6% | -1
O=C(CSc1nnc2ccccn12)Nc1ccccc1C(=O)O
    8% | -2% | -12% | 0% | 12% | 3% | 0% | 7% | -12% | 0% | -8
CC(C(=O)Nc1ccccc1F)N1C(=O)c2ccccc2C1=O (configuration not stated)
    -5% | 9% | -2% | -2% | 3% | -13% | 0% | -8% | 3% | -16% | -8
CCCCC(O)(CCCC)C(=O)NN(C(=O)OC)c1ccc(C)cc1
    / | 1% | 2% | -3% | -5% | -31% | -2% | 9% | -9% | -5% | -7
COc1ccc(NC(=S)N2CCc3cc(OC)c(OC)cc3C2)cc1
    / | 1% | -3% | 0% | -1% | 31% | -3% | 2% | -9% | -3% | 22
CCOc1ccc(N=C2C(=O)N(CN3CCOCC3)c3ccccc32)cc1
    1% | -17%[10 µM] | ? | 1% | 3% | 13% | 11% | -2% | -5% | 11% | -2
Cc1nnc(SCc2ccc(C(=O)Nc3cc(Cl)ccc3C)cc2)s1
    6% | ? | 15µM* | -6% | 0% | 38% | -1% | -2% | -1% | -2% | -22
COC(=O)c1[nH]c(C)c(/C(O)=C2\C(=O)C(=O)N(CCN(C)C)C2c2ccc(OC)cc2)c1C (configuration not stated)
    -16% | -2% | 7% | 2% | 12% | / | -2% | -8% | 10% | 4% | /
O=C(c1ccc2c(=O)n3c(nc2c1)CCC3)N1CCN(S(=O)(=O)c2cccc(F)c2)CC1
    / | / | 7% | -8% | 0% | 14% | -2% | / | / | 10% | 24
COc1ccc(OC)c(/C=N/NC(=O)c2ccc3nc[nH]c3c2)c1
    / | 13% | ? | 0% | -4% | -36% | 3% | -16% | -4% | -2% | 12
COc1ccccc1Oc1coc2c(CN(C)C)c(O)ccc2c1=O
    -13% | -7% | 2% | -3% | 1% | 6% | -3% | -3% | -2% | 1% | 1
CC(=O)NC(CC(=O)NC1CCCCC1)c1ccccc1 (configuration not stated)
    1% | -1% | 5% | -1% | 0% | -11% | -3% | 3% | -4% | 17% | 7
CCNc1nnc(SCC(=O)c2cc(C)n(C3CC3)c2C)s1
    / | / | -23% | 15% | 3% | 41% | 1% | / | / | 19% | 2
COc1ccc(C2=NN(c3nc(C(=O)O)cs3)C(O)(C(F)(F)F)C2)c(OC)c1 (configuration not stated)
    -5% | 10% | 11µM* | -4% | 0% | 45% | -1% | 7% | / | 6% | 4
CC(=O)NCCc1cc2cc(C)c(C)cc2[nH]c1=O
    28% | -19% | -6% | -4% | 1% | -21% | 6% | 0% | 3% | -1% | -17
COc1cccc(NC(=O)c2cc([N+](=O)[O-])ccc2N2CCN(C)CC2)c1
    6% | -6% | -2% | 1% | 1% | -2% | -9% | 4% | 0% | 0% | -11
CCCn1cc(S(=O)(=O)CC(=O)Nc2ccc(OCC)cc2)c2ccccc21
    19% | 8%[0.365 µM] | 4% | -4% | -12% | -36% | -3% | / | 9% | -4% | 8
CCOC(=O)c1sc(NC(=O)CSc2ncn[nH]2)c(C#N)c1C
    27% | 19% | 2%[2.3 µM] | 2% | -6% | -23% | -1% | 0% | -2% | 10% | 5
CNC(=O)c1nnc(Cc2ccc(F)cc2)o1
    7%[11.7 µM] | -14% | 1% | -2% | 5% | -7% | 2% | -2% | 0% | 0% | ?
CCOC(=O)N1CCC(N2C(=O)c3ccccc3C2Nc2ccc3c(C)cc(=O)oc3c2)CC1 (configuration not stated)
    -16% | 17% | -1% | -4% | 5% | -15% | 0% | -14% | -22% | -7% | -17
CCOC(=O)N1CCN(C(=O)COC(=O)CNC(=O)c2ccc(C)cc2)CC1
    / | / | -2% | 1% | 1% | -5% | 0% | / | / | -2% | -8
O=C(NCc1ccc(Cl)cc1)c1ccc(CNc2c(N3CCCC3)c(=O)c2=O)cc1
    / | 12% | -7% | 4% | 0% | -4% | 1% | -6% | -5% | -1% | -8
COc1ccc(S(=O)(=O)N(C)c2ccc(C(=O)NCc3ccco3)cc2)cc1OC
    / | 44% | -1% | 3% | 0% | -2% | 1% | 5% | 2% | -8% | -4
Cc1ccnc(NC(=S)N2CCN(c3cccc(C(F)(F)F)c3)CC2)c1
    9% | 0.32µM* | -5% | -31%[inhibitor] | 16% | -31% | -17% | 0.56µM* | -28% | ? | -15
O=C(Nc1ccc(Cl)cc1)Nc1ccccc1NS(=O)(=O)c1cccs1
    ? | 1% | ? | -1% | 1% | 15% | -1% | -4% | -3% | 14% | 3
Cc1ccc(S(=O)(=O)N2CCC(C(=O)OCC(=O)N(C)C3CCS(=O)(=O)C3)CC2)cc1C (configuration not stated)
    / | / | 8% | 3% | -8% | -4% | -1% | / | / | 5% | 13
CC(=O)Nc1ccc(S(=O)(=O)NCCc2csc(-c3cccnc3)n2)cc1
    / | -3% | 0% | -2% | -1% | -2% | 2% | 3% | -2% | -5% | 12
CCN1CCC(N2CCN(c3ccc(F)cc3)CC2)CC1
    -1% | -10% | 6% | -5% | -2% | 18% | -2% | -13% | -12% | / | 10

# Values run as follows: Menin MLL FP TR | RORgamma inh | FLuc counter | Rab9 prom act | ELG1 genotoxic | BRCA1 expr up | NPC1 promoter act | VP16 counter | PKM2 activator | p53 reactivator | Giardia kill
COc1ccc(NC(=S)NC2CCN(Cc3ccccc3)CC2)cc1OC
    3% | -26% | 2% | -1% | -4% | 1% | 0% | 1% | -5% | -1% | -2
O=c1cc(CN2CCOCC2)nc(C2CC2)[nH]1
    17% | 15% | 0% | -8% | -1% | 2% | -2% | -5% | 0% | -4% | -12
Cc1csc(NC(=O)c2nc(-c3ccccc3)n(-c3ccccc3)n2)n1
    -2% | ? | -2% | -4% | -7% | -5% | -2% | ? | 1% | -3% | 3
COC(=O)c1ccc(C2c3[nH]c4ccccc4c3C[C@H]3C(=O)N(C4CC4)CC(=O)N23)cc1 (some centres not stated)
    0% | 5% | -1% | 8% | -15% | -39% | -1% | 7% | / | -6% | 17
CCC(C)(C)n1nnnc1C(c1cc(OC)ccc1OC)N1CCC(C(N)=O)CC1 (configuration not stated)
    -13% | 7% | -3% | 2% | 3% | 8% | 3% | -2% | -18% | 0% | -17
COc1ccccc1N(CC(=O)N1CCCCCC1)S(=O)(=O)c1ccc(C)cc1
    0% | 32% | 1% | 4% | -7% | -7% | -1% | 1% | 3% | -2% | 10
NC(=O)c1cn(-c2ccccc2)nc1-c1cccnc1
    2% | 2%[0.365 µM] | -3% | -3% | -5% | -3% | 3% | / | 1% | -3% | -24
COC(=O)[C@H](CCSC)NC(=O)Nc1ccc(S(N)(=O)=O)cc1
    / | -16% | -1% | 1% | 0% | 7% | -4% | -5% | -6% | 2% | -26
Cc1ccc(S(=O)(=O)Nc2ccc3ccccc3n2)cc1
    / | ? | -8% | 1% | 4% | 31% | 3% | -17% | 18% | 0% | 8

# In the list so far, two contain a COOH group:
# Values run as follows: Menin MLL FP TR | RORgamma inh | FLuc counter | Rab9 prom act | ELG1 genotoxic | BRCA1 expr up | NPC1 promoter act | VP16 counter | PKM2 activator | p53 reactivator | Giardia kill
O=C(CSc1nnc2ccccn12)Nc1ccccc1C(=O)O
    8% | -2% | -12% | 0% | 12% | 3% | 0% | 7% | -12% | 0% | -8
COc1ccc(C2=NN(c3nc(C(=O)O)cs3)C(O)(C(F)(F)F)C2)c(OC)c1 (configuration not stated)
    -5% | 10% | 11µM* | -4% | 0% | 45% | -1% | 7% | / | 6% | 4

# Molecules from the list above containing a thiophene ring, fused or not (3):
# Values run as follows: Menin MLL FP TR | RORgamma inh | FLuc counter | Rab9 prom act | ELG1 genotoxic | BRCA1 expr up | NPC1 promoter act | VP16 counter | PKM2 activator | p53 reactivator | Giardia kill
O=C(NCCN1CCOCC1)c1cccs1
    11% | 31% | 3% | 8% | 1% | 1% | 12% | -12% | 3% | 4% | 11
CCOC(=O)c1sc(NC(=O)CSc2ncn[nH]2)c(C#N)c1C
    27% | 19% | 2%[2.3 µM] | 2% | -6% | -23% | -1% | 0% | -2% | 10% | 5
O=C(Nc1ccc(Cl)cc1)Nc1ccccc1NS(=O)(=O)c1cccs1
    ? | 1% | ? | -1% | 1% | 15% | -1% | -4% | -3% | 14% | 3

# Not all compounds are listed; rates above refer to the full screens.
